ERAP1 HTS inh – inhibitors of human ERAP1 aminopeptidase; 340,000 tested, 0.15% active; Q9NZ08; inhibition, % at 10.7 µM; recombinant ERAP1, Leu-AMC fluorescence, 60 min;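 active = mean replicate inhibition of at least 30%, or all replicates individually reaching that 30% level; inactive = mean below 30% and not every replicate reaching it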;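 note: 0% = neutral control wells and 100% = L-leucinethiol positive control wells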
Target sequence (Q9NZ08 whole entry, looked up): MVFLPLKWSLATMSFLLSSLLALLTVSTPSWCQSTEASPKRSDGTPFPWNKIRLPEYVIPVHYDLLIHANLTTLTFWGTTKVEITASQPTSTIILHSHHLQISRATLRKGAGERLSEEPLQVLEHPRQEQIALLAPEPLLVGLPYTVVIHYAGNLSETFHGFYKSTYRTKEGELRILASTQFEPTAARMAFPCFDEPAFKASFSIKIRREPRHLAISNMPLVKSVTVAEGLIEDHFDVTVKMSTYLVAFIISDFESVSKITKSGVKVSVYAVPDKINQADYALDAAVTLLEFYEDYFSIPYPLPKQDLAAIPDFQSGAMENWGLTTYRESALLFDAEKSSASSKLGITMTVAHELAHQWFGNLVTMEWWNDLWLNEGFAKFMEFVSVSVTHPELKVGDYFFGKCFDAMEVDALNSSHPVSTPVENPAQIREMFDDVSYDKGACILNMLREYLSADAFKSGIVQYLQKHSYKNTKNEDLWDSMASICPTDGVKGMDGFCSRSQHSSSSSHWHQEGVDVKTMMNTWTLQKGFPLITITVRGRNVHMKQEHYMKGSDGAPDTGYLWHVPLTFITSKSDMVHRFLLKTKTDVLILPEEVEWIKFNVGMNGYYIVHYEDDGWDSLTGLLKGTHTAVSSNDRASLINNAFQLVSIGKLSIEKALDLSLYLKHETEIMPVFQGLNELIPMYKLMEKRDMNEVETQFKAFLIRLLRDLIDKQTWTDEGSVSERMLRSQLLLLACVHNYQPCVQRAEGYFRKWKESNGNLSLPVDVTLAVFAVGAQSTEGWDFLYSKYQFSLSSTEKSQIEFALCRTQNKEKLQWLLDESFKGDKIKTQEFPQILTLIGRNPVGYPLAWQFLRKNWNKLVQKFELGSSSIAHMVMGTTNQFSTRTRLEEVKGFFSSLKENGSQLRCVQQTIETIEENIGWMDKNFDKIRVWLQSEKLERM
RAD52 anneal inh – inhibitors of human RAD52 DNA annealing. 360,000 tested, 0.46% active. recombinant RAD52 DNA annealing, FRET fluorescence. P43351. inhibition, % at 18.7 µM;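 active = every replicate showing at least 50% inhibition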
E-sel inducer – E-selectin induction on HUVECs. P16581. HUVEC E-selectin immunofluorescence imaging; normalized: neutral wells 0, TNF-alpha wells 100. activation, % at 7.58 µM. 260,000 tested, 0.37% active. AID 686992;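 active = mean E-selectin-positive cell signal at least 10% of the positive control, reached in at least 60% of replicates, without over 20% cell loss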;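 note: in these data hits start at about 27%; measured in HUVEC primary endothelial cells; signal is the percent of cells scored E-selectin positive by PE staining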
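material = human umbilical vein endothelial cells (HUVEC), E-selectin induction | quantity = 3,000 cells/well | medium = EGM-2 growth medium on 0.1% gelatin-coated wells | technique = immunofluorescence imaging | read-out basis = % PE-positive cells | control set = TNF-alpha positive control, DMSO neutral control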
XiGFP reactiv – reactivates the inactive X chromosome in mouse fibroblasts | XiGFP mouse fibroblasts, % GFP-positive cells imaging, 3 d; cells co-treated with 5-aza-dC sensitizer; scaled so ellipticine positive control = 100% | activation, % at 7.58 µM | 360,000 tested, 0.055% active;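 active = mean normalized replicate activation at least 10% and every replicate at or above 10%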;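 note: 0% = median of on-plate neutral control wells and 100% = ellipticine 6 µM median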
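Material: XiGFP fibroblasts, SV40-immortalized; Buffer or medium: DMEM containing 5-aza-dC; Compound dosing: single point; Times: 3 days compound exposure.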
RAD54 branch – RAD54 (human) branch migration inhibition; Q92698; RAD54 Holliday junction branch migration, FAM/BHQ fluorescence; inhibition, % at 10.4 µM; 360,000 tested, 0.14% active;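 active = mean normalized replicate activity at least 40 and at least half of replicates scoring 40 or more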;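 note: 0% = median of neutral control wells and 100% = median of positive control wells; inhibitors cause a drop in the FAM fluorescence signal; in these data hits start at about 50%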
ERp5 inh – inhibitors of human ERp5; inhibition, % at 9.99 µM; ERp5 insulin aggregation, absorbance 650 nm, 90 min; 350,000 tested, 0.05% active; Q15084;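 active = mean replicate inhibition above about 25%, with every replicate also reaching it, limit read from the data, passing the limit was not always enough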
esBAF inh – SWI/SNF esBAF complex inhibition | mouse ES cells, Bmi1-luciferase knock-in reporter, 24 h; 100% = twice the neutral-well signal | reporter increase, % at 12.5 µM | 350,000 tested, 2% active; in the data active = activation above about 40%;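 note: 0% = median of the plate's neutral control wells and 100% = double that signal; a rise in the Bmi1 reporter signal indicates esBAF inhibition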
S100A4 inh HTS – inhibitors of human S100A4 binding to myosin IIA peptide; P26447; S100A4/TAMRA-MyoIIA peptide fluorescence polarization; inhibition, % at 10.7 µM; 360,000 tested, 0.14% active; AID 652163;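 active = mean inhibition of at least 70% across replicates, with every replicate also reaching that level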
Target sequence (P26447 whole entry, looked up): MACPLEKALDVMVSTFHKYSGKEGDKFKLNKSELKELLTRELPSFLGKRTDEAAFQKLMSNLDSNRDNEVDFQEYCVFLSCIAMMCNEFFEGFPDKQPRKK
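Material: S100A4 monomer protein / Buffer or medium: 50 mM HEPES pH 7.2, 10 mM CaCl2, 100 mM KCl / Times: 5 min incubation before reading / Benchmarks: neutral control DMSO, positive control TFP / Reagent: labelled myosin peptide probe, 5 nM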
* = called active by the depositor; · = not tested or not shown.

SMILES	ERAP1 HTS inh	RAD52 anneal inh	E-sel inducer	XiGFP reactiv	RAD54 branch	ERp5 inh	esBAF inh	S100A4 inh HTS
Cc1ccc(S(=O)(=O)N[C@H]2C=C[C@@H](CC(=O)NCCc3ccncc3)O[C@H]2CO)cc1	1	-13	-1.1	0.0	0	0	-1	3
O=C(NCc1ccccc1Cl)C1CCC(=O)N(CCCN2CCCC2=O)C1 (centres undefined)	0	-5	0.0	-0.1	-9	-2	-10	-3
C[C@H]1CN([C@@H](C)CO)C(=O)CCCn2cc(nn2)CO[C@H]1CN(C)C	-2	3	-0.1	-0.1	3	-4	-2	26
O=C(NNc1ccccc1Cl)C(O)(c1cccc(C(F)(F)F)c1)c1cccc(C(F)(F)F)c1	-1	4	1.3	-0.1	-5	-1	·	-7
C=CCC[C@H](Cc1ccc(F)cc1)C(=O)OC[C@@H](Cc1c[nH]c2ccccc12)NC(=O)[C@H](CC=C)CC(=O)N[C@H](CO)Cc1ccccc1	2	-9	-0.1	0.0	1	-20	8	0
CCN(C(C)=O)c1cnc(C=NNC(N)=S)c2ccccc12	1	-18	-0.2	0.2	·	5	·	-5
CC1=NN(C(=O)Cc2ccccc2)C(O)(c2ccccc2)C1 (centres undefined)	4	8	·	-0.1	-6	-1	·	2
CN(C)CCCNC(=O)C(=O)NCC(c1cccs1)S(=O)(=O)c1ccc(F)cc1 (centres undefined)	-11	3	0.1	0.0	·	1	·	-6
O=C(CCl)c1cc2c3c(c1)CC(=O)N3CCC2	-2	-4	0.3	0.1	5	1	5	0
Cc1noc(C)c1S(=O)(=O)N(CC(=O)NCc1ccc2c(c1)OCO2)c1ccc(C(C)C)cc1	-2	-16	·	-0.1	1	0	2	-2
CCOc1ccc2ccccc2c1/C=N/NC(=O)CNC(=O)c1ccccc1O	-1	-7	·	0.0	-1	2	2	-3
O=C(Nc1ccc(N2CCN(C(=O)c3ccccc3)CC2)cc1)c1cccnc1	0	-16	·	0.2	11	0	-2	-1
COC/C=C/C1=CC2=CC(=O)C(C)(OC(=O)c3cnc4ccccc4n3)C(=O)C2=CN1CCOC (centres undefined)	-1	-17	0.2	0.0	2	3	-3	10
CSCCC(c1nnnn1Cc1ccccc1)N1CCN(C/C=C/c2ccccc2)CC1 (centres undefined)	-2	3	-1.6	·	7	0	5	-2
Cc1cc(C(=O)COc2cccnc2[N+](=O)[O-])c(C)n1Cc1ccco1	-5	-19	1.2	0.0	-1	0	-8	-21
COc1ccc(NC(=O)Nc2cccc3c2O[C@@H](CN(C)CC2CCCCC2)[C@@H](C)CN([C@@H](C)CO)C3=O)cc1	2	12	-0.4	-0.9	18	-1	0	-8
CC12CN(C(=O)c3cccc([N+](=O)[O-])c3)C3(C#N)CC1CCC23C (centres undefined)	-1	-10	·	0.1	7	-2	6	2
O=C(C[C@@H]1C[C@@H]2c3cc(NC(=O)c4cccnc4)ccc3O[C@@H]2[C@H](CO)O1)NCc1ccccc1	-1	-15	0.0	0.1	2	9	1	4
Cc1ccc(NCc2nnc3n2CCCCC3)cc1	-3	1	·	·	2	1	12	-4
Cc1noc(C)c1NC(=O)Nc1ccc2c(c1)C(=O)N([C@@H](C)CO)C[C@@H](C)[C@H](CN(C)Cc1ccc3c(c1)OCO3)O2	7	1	·	0.1	28	-1	-2	-5
CC(NC(=O)COC(=O)c1ccc(CO)cc1)C1CC2CCC1C2 (centres undefined)	3	-15	-0.3	-0.1	9	-6	-1	5
Cc1noc(C)c1NC(=O)NCC[C@H]1CC[C@@H](NC(=O)Nc2cccc(Cl)c2)[C@@H](CO)O1	-5	9	0.9	0.3	-5	10	4	3
COc1cccc(NC(=O)NCCN2CCCCC2)c1	3	-3	0.0	0.1	-10	-4	-7	-13
O=C(CSc1ncnc2sc3c(c12)CCC3)NCC1CCCO1 (centres undefined)	-2	-7	-0.4	0.0	-6	-6	·	-3
Cc1ccc(S(=O)(=O)N2CCN(C(=O)COC(=O)COc3ccc(Cl)cc3C)CC2)c(C)c1	-2	-18	·	0.3	7	-5	3	-3
COc1cc(C(=O)Nc2ccc(C(=O)O)cc2)ccc1OC(C)=O	-1	1	·	0.0	·	5	·	4
COc1cc(OC)cc(C(=O)NCC(=O)OCC(=O)NC2CCCc3ccccc32)c1 (centres undefined)	-4	-11	0.0	0.1	-4	-5	-2	-11
CN1C(=O)c2cc(NS(=O)(=O)c3cccc(F)c3)ccc2OC[C@@H]2O[C@@H](CC(=O)NCCN3CCCCC3)CC[C@H]21	0	6	-0.2	0.0	3	0	4	-7
CCOC(=O)c1ccc(NC(=O)c2nc[nH]c2C(=O)N[C@H](C)c2ccccc2)cc1	0	-58	-0.1	0.0	-2	-8	-2	0
CCCOc1cccc(C(=O)NC(=S)Nc2cccc(NC(=O)c3ccccc3Cl)c2)c1	2	-13	·	-0.1	-4	9	·	3
CSc1nc(N)c(C(=O)N(c2ccccc2)c2ccccc2)s1	2	3	-0.7	0.3	-14	1	5	-3
Cn1cnc(S(=O)(=O)N2CC[C@@H]3[C@H](CO)Nc4ccc(C#Cc5cccc(F)c5)cc4[C@@H]32)c1	·	·	2.1	0.3	4	·	7	·
CCC(C)NC(=O)c1ccccc1SC (centres undefined)	2	-9	·	-1.0	-5	3	-2	-2
CC1=CC(C2CC(=O)N(c3ccc(C)cc3)C2=O)CC2C(=O)N(c3ccc(C)cc3)C(=O)C12 (centres undefined)	-8	8	1.3	-0.1	·	1	·	-6
CC(=O)NC(NC(C)=O)c1ccc(Br)cc1	6	0	·	·	·	2	·	-4
Cc1ccccc1-n1c(SCC(=O)Nc2cccc3ccccc23)nc(O)cc1=O	3	-26	-0.3	0.0	-7	5	-1	-1
CN[C@H]1C[C@H]2c3[nH]c4c(-c5ccccc5)cccc4c3CCN2C[C@H]1[C@H](C)O	10	-4	-0.3	0.3	·	4	·	-9
C[C@@H](NC(=O)C[C@@H]1C[C@@H]2c3cc(NC(=O)C4CCC4)ccc3O[C@@H]2[C@@H](CO)O1)c1ccccc1	0	-2	11	0.2	-2	-3	6	0
CC1(C(=O)Nc2ccc3c(c2)OCCO3)CN(S(C)(=O)=O)CC(=O)N1CCc1ccc(O)cc1 (centres undefined)	1	-4	-0.2	0.0	·	2	·	-1
CCC(=O)NC(c1cccs1)c1cc([N+](=O)[O-])c2cccnc2c1OC (centres undefined)	·	-15	4.3	0.0	-5	3	-1	-1
CN1[C@@H]2c3ccc(-c4ccccc4F)c(=O)n3C[C@@H]2[C@@H](CO)[C@@H]1C(=O)NCC(F)(F)F	0	-13	0.0	0.0	-1	-6	1	2
Cc1ccc(NC(=O)COc2cccc(-n3cnnn3)c2)cc1[N+](=O)[O-]	-4	-8	·	0.1	-7	4	-9	-1
CC(C)Cc1ccc(C(C)NC(=O)Cc2ccc(S(=O)(=O)N3CCOCC3)s2)cc1 (centres undefined)	5	-7	·	0.1	-1	-1	·	2
COc1cccc(S(=O)(=O)N2CC[C@@H]3[C@@H](CO)Nc4ccc(-c5ccc(C#N)cc5)cc4[C@@H]32)c1	·	·	-0.2	0.2	0	·	0	·
O=C(NCCc1ccccc1)/C(=C/c1ccco1)c1ccccc1	-2	-25	-0.4	0.1	-1	5	·	-6

In the list so far, these contain a Cl atom:
SMILES	ERAP1 HTS inh	RAD52 anneal inh	E-sel inducer	XiGFP reactiv	RAD54 branch	ERp5 inh	esBAF inh	S100A4 inh HTS
O=C(NCc1ccccc1Cl)C1CCC(=O)N(CCCN2CCCC2=O)C1 (centres undefined)	0	-5	0.0	-0.1	-9	-2	-10	-3
O=C(NNc1ccccc1Cl)C(O)(c1cccc(C(F)(F)F)c1)c1cccc(C(F)(F)F)c1	-1	4	1.3	-0.1	-5	-1	·	-7
O=C(CCl)c1cc2c3c(c1)CC(=O)N3CCC2	-2	-4	0.3	0.1	5	1	5	0
Cc1noc(C)c1NC(=O)NCC[C@H]1CC[C@@H](NC(=O)Nc2cccc(Cl)c2)[C@@H](CO)O1	-5	9	0.9	0.3	-5	10	4	3
Cc1ccc(S(=O)(=O)N2CCN(C(=O)COC(=O)COc3ccc(Cl)cc3C)CC2)c(C)c1	-2	-18	·	0.3	7	-5	3	-3
CCCOc1cccc(C(=O)NC(=S)Nc2cccc(NC(=O)c3ccccc3Cl)c2)c1	2	-13	·	-0.1	-4	9	·	3

(listing goes on)
SMILES	ERAP1 HTS inh	RAD52 anneal inh	E-sel inducer	XiGFP reactiv	RAD54 branch	ERp5 inh	esBAF inh	S100A4 inh HTS
Cc1ccc(S(=O)(=O)N2CCCC(C(=O)NNCC(=O)Nc3cc(F)ccc3F)C2)cc1 (centres undefined)	5	-8	·	0.2	·	-2	·	0
O=C(C[C@H]1CC[C@H]2[C@@H](COC[C@@H](O)CN2C(=O)c2ccccn2)O1)N1CCN(c2ccccc2)CC1	-3	-49	0.1	0.0	1	9	2	-7
COC(=O)c1ccc(Cl)c(NC(=O)c2cccc([N+](=O)[O-])c2C)c1	-2	-5	·	0.0	8	0	7	-2
O=C(Nc1ccccc1)c1ccccc1NC(=O)c1ccccc1C(=O)O	·	-7	·	4.9	-4	-1	·	-3
O=C(NCCc1ccccc1)C(=O)NCC1OCCN1S(=O)(=O)c1ccc([N+](=O)[O-])cc1 (centres undefined)	0	-12	·	0.3	0	-5	-8	-2
COc1cccc(C(=O)N2CCC(C(=O)N3CCN(C)CC3)CC2)c1	1	-2	0.2	0.2	6	-1	·	-4
CCCOc1ccc(C(=O)Nc2ccc(NC(=O)c3cccs3)cc2)cc1	0	-21	0.1	0.0	3	-3	4	-18
CCOc1[nH]n(-c2ccccc2)c(=O)c1C=Nc1ccc(C)cc1	1	-10	·	0.1	·	6	·	-1
C/C=C/C=C\C(=O)Nc1cccc(C2=NOC3(C2)C[C@@H](C(N)=O)N(C(=O)/C(C)=C/C)C3)c1 (some centres undefined)	2	-24	0.0	0.1	-7	-4	-1	3
C[C@@H]1CCCCO[C@@H](CN(C)C(=O)NC2CCCCC2)[C@H](C)CN([C@H](C)CO)C(=O)c2cc(NC(=O)Nc3ccc4c(c3)OCO4)ccc2O1	-1	5	·	0.0	2	-7	25	-3
COc1ccc(C(=O)NCC(=O)N2CCC3(CC2)NCCc2[nH]cnc23)cc1	2	-8	·	-0.1	7	-1	-1	-3
Cc1ccc(C(=O)NNC(=O)COC(=O)COc2ccccc2C#N)cc1	0	3	·	0.2	-6	-1	1	0
CCOc1ccc(CNC(=O)CCc2cn(C)c3ccccc23)cc1	2	-4	·	0.1	-2	2	1	1
COc1cccc2c1OC1(N3CCOCC3)CCCCC1C2C[N+](=O)[O-] (centres undefined)	0	-8	0.3	0.5	·	1	·	0
COc1ccccc1N(CC(=O)NCCSCc1ccc(Cl)cc1)S(C)(=O)=O	-1	-10	·	0.0	3	0	4	5
COc1cc(C(C)=O)ccc1OCc1cc(C(=O)N2CCSCC2)no1	1	-1	-0.1	0.0	-4	-1	4	-6
Cc1noc(C)c1NC(=O)Nc1ccc2c(c1)C(=O)N([C@@H](C)CO)C[C@@H](C)[C@H](CN(C)S(C)(=O)=O)O2	0	-8	-8.2	-0.1	-9	1	2	9
O=C(C[C@@H]1C[C@H]2c3cc(NC(=O)Nc4ccccc4F)ccc3O[C@H]2[C@H](CO)O1)NCC1CC1	4	-2	-0.2	0.0	-7	-2	7	8
COC(=O)c1ccc(NC(=O)C(=O)c2cccn2C)cc1	1	-2	0.0	-0.7	·	-1	·	-1
CCN(CC)S(=O)(=O)c1ccc2c3c(cccc13)C(=O)N2	1	4	0.0	0.3	1	0	-4	2

This is a random part of the collection; overall some 2.5% were active at least once.
